bIAP act – bovine intestinal alkaline phosphatase activators, primary screen, biochemical, bovine IAP, CDP-star luminescence; alkaline phosphatase, intestinal [Bos taurus]; purified bovine IAP, 30 min; hits give high values; fold of DMSO-control signal, blank-subtracted; activation factor at 20 µM; 200,000 tested, 0.17% active; AID 1016, 2008;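 active means activation factor of 2 or more at 20 µM, a signal rise over negative controls twice the positive control's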
NF-kB neuron act – activators of NF-kB expression in neurons, primary screen, cell-based, HTS | human neuronal cells, NF-kB reporter expression; hits give high values | 190,000 tested, 1.6% active | AID 1239, 2008 | fold change at 12.5 µM; in the data active means fold change above about 3.3
PMI activator – activators of human PMI, primary screen, biochemical, fluorescence intensity, near-Km mannose 6-phosphate; Mannose-6-phosphate isomerase (Homo sapiens), P34949; purified human PMI, coupled resazurin fluorescence, 20 min; hits give high values; 1 = vehicle control, 0 substrate-free wells; activation factor at 20 µM; 190,000 tested, 0.005% active; AID 1214, 2008;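 active means activation factor of 2 or more at 20 µM, relative to plate controls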
Target sequence (P34949 whole entry, looked up): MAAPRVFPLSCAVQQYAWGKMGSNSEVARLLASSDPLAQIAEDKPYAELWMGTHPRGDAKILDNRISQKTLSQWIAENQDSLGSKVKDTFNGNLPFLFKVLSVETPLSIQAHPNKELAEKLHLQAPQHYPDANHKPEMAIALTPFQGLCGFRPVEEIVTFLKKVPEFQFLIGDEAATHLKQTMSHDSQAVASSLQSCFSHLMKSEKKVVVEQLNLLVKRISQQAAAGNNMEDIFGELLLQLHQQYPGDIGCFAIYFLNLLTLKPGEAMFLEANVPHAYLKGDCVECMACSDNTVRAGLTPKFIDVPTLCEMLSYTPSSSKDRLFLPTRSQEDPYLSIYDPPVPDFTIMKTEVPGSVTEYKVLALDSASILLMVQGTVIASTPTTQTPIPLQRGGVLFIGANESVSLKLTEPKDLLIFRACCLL
TNAP inh no acc – human TNAP enzyme inhibitors, primary screen, biochemical, luminescent, no phosphate acceptor, uHTS | Alkaline phosphatase, tissue-nonspecific isozyme (Homo sapiens), P05186 | purified TNAP, CDP-star luminescence, 30 min | inhibition, % at 20 µM | 200,000 tested, 0.26% active | AID 1012, 2008;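 active means tissue-nonspecific alkaline phosphatase inhibition above about 50% at 20 µM in the single-dose screen, limit read from the data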;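 further: 0% = DMSO negative control and 100% = EDTA positive control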
Target sequence (P05186 whole entry, looked up): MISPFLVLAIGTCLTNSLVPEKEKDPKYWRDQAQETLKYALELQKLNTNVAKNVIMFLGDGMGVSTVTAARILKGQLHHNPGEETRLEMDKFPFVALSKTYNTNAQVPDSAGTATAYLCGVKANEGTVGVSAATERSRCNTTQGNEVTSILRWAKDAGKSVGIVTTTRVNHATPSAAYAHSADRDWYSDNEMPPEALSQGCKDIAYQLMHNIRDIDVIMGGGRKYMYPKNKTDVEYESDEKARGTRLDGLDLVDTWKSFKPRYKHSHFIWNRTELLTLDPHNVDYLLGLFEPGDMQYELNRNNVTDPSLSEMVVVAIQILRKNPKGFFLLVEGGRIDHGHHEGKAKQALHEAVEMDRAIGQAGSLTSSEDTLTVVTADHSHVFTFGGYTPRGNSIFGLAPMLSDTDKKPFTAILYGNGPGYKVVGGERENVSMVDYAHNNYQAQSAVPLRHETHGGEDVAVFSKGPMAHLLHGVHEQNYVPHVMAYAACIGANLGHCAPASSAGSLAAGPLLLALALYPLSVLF
APP 5'UTR act – activators of APP 5'UTR luciferase reporter, primary screen, SH-SY5Y cells. SH-SY5Y APP 5'UTR luciferase reporter, luminescence; zero percent = DMSO vehicle wells. activation, % at 2 µM. 190,000 tested, 1% active;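 active means activation above a set limit, based on mean plus 3 SD of controls, cut at about 140% in these data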; further: values of inactives mirror those of a sister screen read the other way
FLuc act counter – FLuc activators, initial screening, artefact control for FLuc-dependent activation tests, biochemical, ATPlite luminescence; Luciferin 4-monooxygenase (Photinus pyralis), P08659; activation factor at 10 µM; ATPlite luciferase biochemical, 10 min; 0 = ATP-free wells, 1 = DMSO control; 200,000 tested, under 10 active; AID 1027, 2008;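 active means luciferase activation factor, scaled between plate controls, of at least 2 with compound at 10 µM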
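System: luciferase plus luciferin reagent, cell-free; medium: PBS as buffer for the ATP substrate; dosing: test compounds dosed from 2 mM stocks in 100% DMSO; timing: 10 min post-reagent at room temperature; measured by: luminescence measurement of luciferase light output; evaluation: luciferase activation, seen as luminescence increase over controls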
PMI act satM6P – human PMI activators, high substrate, primary screen, biochemical, fluorescence intensity, near-saturating mannose 6-phosphate. Mannose-6-phosphate isomerase (Homo sapiens), P34949. coupled PMI enzyme assay, resazurin fluorescence, 20 min; hits give high values; 1 = untreated enzyme, 0 = substrate-free blank. activation factor at 20 µM. 190,000 tested, 0.34% active;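 active means activation factor of 2 or more at 20 µM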
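Test system: human PMI in coupled enzyme assay; Input: PMI at 15 ng/mL final; Medium: HEPES buffer, pH 7.4; Schedule: 20 min incubation at room temperature; Technique: resorufin fluorescence at Ex 544/Em 590 nm; Compound: 20 µM single dose; Probe or stimulus: Near-saturating mannose-6-phosphate, 1.0 mM.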
TNAP inh hi DEA – human TNAP enzyme inhibitors, primary screen, biochemical, luminescent, high phosphate acceptor level, uHTS; Alkaline phosphatase, tissue-nonspecific isozyme (Homo sapiens), P05186; purified TNAP, CDP-star luminescence, 1 M DEA; inhibition, % at 20 µM; 200,000 tested, 0.03% active; AID 1135, 2008;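 active means over 50% inhibition of tissue-nonspecific alkaline phosphatase at 20 µM in the single-dose screen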;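 further: plate controls were DMSO wells for no effect and EDTA-quenched wells as full inhibition for full effect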
FLuc inh counter – firefly luciferase enzyme inhibitors, primary screen, artefact control for luciferase-based inhibitor screens, biochemical, luminescence, ATPLite; inhibition, % at 10 µM; 200,000 tested, 1.5% active; 10 min; Luciferin 4-monooxygenase (Photinus pyralis), P08659;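 active means inhibition above about 50% when tested at 10 µM, limit read from the data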
TNAP act hiacc – TNAP activators at high phosphate acceptor level, primary screen, biochemical, luminescence, uHTS; Alkaline phosphatase, tissue-nonspecific isozyme (Homo sapiens), P05186; purified TNAP, CDP-star luminescence, 1 M DEA, 30 min; hits give high values; 0 = EDTA background, 1 = DMSO-only activity; activation factor at 20 µM; 200,000 tested, under 10 active; AID 1136, 2008;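 active means activation factor at least 2 at 20 µM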
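Dosing: 20 µM single point. System: human TNAP. Amount: TNAP 1/800 final. Incubation: 30 min, room temperature. Read-out: TNAP activation factor scaled between EDTA and DMSO control wells. Signal: luminescence from CDP-star hydrolysis. Medium: 1 M DEA, pH 9.8, Mg2+, Zn2+. Control set: EDTA negative control, DMSO positive control.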
* hit, by the source's call; / = not tested or not shown.

1: CC(=O)CCc1ccc(OCCCCN2CCC(Cc3ccccc3)CC2)cc1
2: Cc1oc(-c2cccc(Cl)c2)nc1CN1CCC(C(=O)NCc2ccco2)CC1
3: COc1ccc(O)c(/C=N/NC(=O)c2ccc(OCc3cccc(Br)c3)cc2)c1
4: Cc1cccc(NC(=S)NNC(=O)c2ccc(O)cc2O)c1C
5: CCOC(=O)/C(=N\Nc1cccc(C(F)(F)F)c1)N(CCOC)CCOC
6: CN(O)/C=C1\C(=O)Nc2ccccc21
7: CCN(CC)C(=S)SCC(=O)c1ccc(F)cc1
8: CO/N=C/NC(=O)c1c(OC)ccnc1Oc1cccc(C(F)(F)F)c1
9: OC(CN1CCN(c2ccccn2)CC1)Cn1c2ccccc2c2ccccc21 (stereo not given)
10: c1ccc(-c2cnc(CSc3ncnc4sccc34)o2)cc1

screen / no.	1	2	3	4	5	6	7	8	9	10
bIAP act	1	1.2	1.1	1.3	1	0.9	0.6	1	1	0.7
NF-kB neuron act	0.91	1.4	0.96	1.1	1.7	1.2	2.1	1.1	0.55	1.4
PMI activator	1.1	1	1.1	1.1	1.3	0.7	1	0.9	0.7	0.9
TNAP inh no acc	-15	-8	-18	-116	-3	-9	52*	-2	-6	-11
APP 5'UTR act	10	2	-66	20	/	-18	77	-8	-6	8
FLuc act counter	1	1	1.1	0.9	1.1	1	1	1	1	1
PMI act satM6P	1	1	1	1.3	1.5	0.8	0.8	0.9	0.7	1
TNAP inh hi DEA	-5	-4	3	-2	-4	-5	2	-4	-2	-4
FLuc inh counter	-1	-3	-8	7	-9	-1	2	-3	-2	3
TNAP act hiacc	1	1	1	1	1	1	1	1	1	1

11: COc1ccc(C)cc1NC(=O)CSc1nnc(-c2ccccn2)n1Cc1ccco1
12: COc1cc(S(=O)(=O)N(Cc2ccc(C)cc2)C2CCCCC2)ccc1-n1cnnn1
13: CCN1CCCC1CNC(=O)C(=O)Nc1ccccc1OC (stereo not given)
14: Cc1c(C(=O)N/N=C/c2cccnc2)sc(=S)n1C
15: OCC1(Cc2ccccc2C(F)(F)F)CCN(Cc2cccc3cnccc23)CC1
16: O=C(O)CCc1nn2c3ccccc3nc2n(Cc2ccccc2)c1=O
17: CC(c1ccco1)N(C(=O)Nc1ccc(Cl)cc1)c1ccccn1 (stereo not given)
18: CCCCN(C(=O)c1ccc(S(=O)(=O)N(C)C)cc1)c1nc2ccccc2s1
19: COc1ccc(C(=O)N2CCOC23CCN(c2ncccn2)CC3)cc1
20: O=C(CCNS(=O)(=O)c1ccc2c(c1)CCC(=O)N2)Nc1ccc2c(c1)OCCO2

screen / no.	11	12	13	14	15	16	17	18	19	20
bIAP act	0.9	1.1	0.9	1	0.9	0.9	0.9	0.8	1.1	0.9
NF-kB neuron act	1.1	0.84	1.1	0.94	0.85	0.92	1.3	1	0.9	0.61
PMI activator	0.8	0.9	1.1	1.2	0.9	1.2	1	0.9	1.1	1.1
TNAP inh no acc	-5	-5	-12	-10	-7	-7	-8	-10	4	-12
APP 5'UTR act	12	2	6	-7	9	-1	1	-8	-4	9
FLuc act counter	1	1	1	1	1	1	1	1.1	1.1	1
PMI act satM6P	0.8	0.9	1.1	1.2	0.9	1.1	1	1	1.1	1.1
TNAP inh hi DEA	2	-5	-3	-5	-6	-7	-1	-4	-3	-4
FLuc inh counter	0	-4	-2	-2	-3	-1	-3	-7	-6	-5
TNAP act hiacc	1	1	1	1	1.1	1.1	1	1	1	1

An excerpt from above in order of formula weight, highest first.
12: COc1cc(S(=O)(=O)N(Cc2ccc(C)cc2)C2CCCCC2)ccc1-n1cnnn1
4: Cc1cccc(NC(=S)NNC(=O)c2ccc(O)cc2O)c1C
13: CCN1CCCC1CNC(=O)C(=O)Nc1ccccc1OC (stereo not given)

screen / no.	12	4	13
bIAP act	1.1	1.3	0.9
NF-kB neuron act	0.84	1.1	1.1
PMI activator	0.9	1.1	1.1
TNAP inh no acc	-5	-116	-12
APP 5'UTR act	2	20	6
FLuc act counter	1	0.9	1
PMI act satM6P	0.9	1.3	1.1
TNAP inh hi DEA	-5	-2	-3
FLuc inh counter	-4	7	-2
TNAP act hiacc	1	1	1

(listing goes on)
21: Cc1noc(C)c1C(=O)N1CCN(c2cccc(Cl)c2)CC1
22: CC(=O)NC(c1ccccc1)c1nc2ccccc2[nH]1 (stereo not given)
23: O=C(Cn1ncc(Cl)c(Cl)c1=O)N1CCN(S(=O)(=O)c2ccc3ccccc3c2)CC1
24: COc1ccccc1N(CC(=O)NCc1ccco1)S(C)(=O)=O
25: CCn1nc(C)c(/C=N/NC(=O)Cn2nc(C)cc2C)c1C
26: NCCCC[C@@H]1NC(=O)c2cc([N+](=O)[O-])cc(I)c2SC[C@@H](C(=O)NCC(N)=O)NC(=O)CNC1=O
27: CCCCc1n[nH]c(=S)n1Cc1ccccc1
28: O=C(NCCOc1ccc(Cl)cc1)C(=O)NCC1CCCO1 (stereo not given)
29: COc1cc(/C=C2\SC(=S)N(CC(=O)NC3=NCCS3)C2=O)cc(OC)c1OC
30: Cc1nc2ccccc2n1CCOc1ccc([N+](=O)[O-])cc1

screen / no.	21	22	23	24	25	26	27	28	29	30
bIAP act	1.1	0.8	0.9	1.1	0.9	0.9	0.6	1	1	0.9
NF-kB neuron act	0.93	1.6	0.14	1.1	0.96	1.2	/	0.99	1.4	1
PMI activator	1.1	0.8	0.9	1	1	1.1	1	0.8	1	1
TNAP inh no acc	-10	-12	-14	-6	-10	-9	10	-6	4	-7
APP 5'UTR act	-7	8	-94	1	10	21	12	-16	-10	15
FLuc act counter	1	1.1	1.1	1	1	1.1	1	1	1.1	1.1
PMI act satM6P	1.1	0.8	1	1.1	1	1.1	1	0.7	1	1.1
TNAP inh hi DEA	-3	-5	-1	-3	-3	-2	-1	-2	-1	-8
FLuc inh counter	-3	-8	-9	-1	-2	-5	-4	-4	-10	-5
TNAP act hiacc	1	1.1	1	1	1	1	1	1	1	1.1

31: CCn1c(=O)n(CC)c2cc(S(=O)(=O)N3CCc4ccccc43)ccc21
32: Cn1cccc1/C=C1\SC(=O)N(CC(=O)Nc2ccc(F)cc2)C1=O
33: COc1ccc(-n2nc(C(=O)O)c3ccccc3c2=O)cc1
34: COc1ccccc1/C=N/NC(=O)CNC(=O)c1ccc(S(=O)(=O)N2CCCC2)cc1
35: CCOc1cc(/C=C/c2nc3ccccc3s2)ccc1OCC(=O)N1CCOCC1
36: CCn1nnc(NC(=O)c2cc3ccccc3o2)n1
37: COc1ccc(Nc2nc(NCCO)nc(OC)n2)cc1
38: C(=N\N=C\c1ccccc1)/c1ccccc1
39: COc1ccc(/C=C/C(=O)Nc2cc(F)ccc2C)cc1S(=O)(=O)N1CCOCC1
40: CCOC(=O)c1c(C)[nH]c(O)c1C=Nc1ccc(C(F)(F)F)cc1

screen / no.	31	32	33	34	35	36	37	38	39	40
bIAP act	1	1	1	1.1	1	1	1	1.1	0.9	1
NF-kB neuron act	0.31	0.94	0.84	1.4	1.3	2.6	1.2	0.98	0.72	0.84
PMI activator	0.9	0.9	1	1.1	1	1	0.9	1	0.9	1.1
TNAP inh no acc	-16	0	7	-10	-5	-7	-5	4	-14	-3
APP 5'UTR act	11	-8	7	17	-10	47	0	36	22	4
FLuc act counter	1.1	1	1	1	1.1	1	1	0.2	1	1
PMI act satM6P	0.9	1	1.1	1	1.1	1	0.9	1	1	1.3
TNAP inh hi DEA	-3	-6	1	-4	3	-5	-3	1	-3	-3
FLuc inh counter	-9	-2	-3	-3	-7	2	1	79*	-3	-4
TNAP act hiacc	1	1.1	1	1	1	1.1	1	1	1	1

41: COc1ccc(Nc2c(-c3ccc(C)cc3)nc3cnccn23)cc1
42: COc1ccc(NC(=O)c2ccc(Cl)nc2)cc1S(=O)(=O)N1CCCCC1
43: C=CCSc1nnc(-c2sc(-c3ccccc3)nc2C)n1C
44: O=C(CSc1nnc(CNc2ccc(F)cc2)n1Cc1ccccc1)NCc1ccco1
45: N#Cc1ccc(N2Cc3ccccc3C2=NC(=O)c2cccs2)cc1
46: Cc1cc(=O)oc2cc(NC(=O)c3cc4ccccc4o3)ccc12
47: CC(C)CN=C(NS(=O)(=O)c1ccccc1)C(Cl)(Cl)Cl
48: CCNC(=O)c1ccc(C2SCC(=O)N2Cc2ccco2)cc1 (stereo not given)
49: COc1ccc(/C=C2\C(=O)N(c3c(Cl)cc(Cl)cc3Cl)N=C2NC(=O)c2cccc([N+](=O)[O-])c2)cc1
50: COc1ccc(-c2[nH]nc3c2C2(C(=O)N(CC(=O)O)c4ccccc42)C(C#N)=C(N)O3)cc1OC (stereo not given)

screen / no.	41	42	43	44	45	46	47	48	49	50
bIAP act	0.9	1	1	1	0.8	0.9	0.8	1	0.9	1.1
NF-kB neuron act	1	0.64	1.2	1.1	1.9	1.2	1.9	0.88	0.94	1.4
PMI activator	0.9	1	1	0.9	1	1	1.1	1.1	0.9	1
TNAP inh no acc	-1	-14	1	-15	-9	-13	-20	2	2	3
APP 5'UTR act	7	19	36	-6	34	4	-2	-6	12	-2
FLuc act counter	1	1	1	1	1	1	1	1.1	1	1.1
PMI act satM6P	0.9	1	1	0.8	0.9	1.1	1	1.1	1.1	0.9
TNAP inh hi DEA	1	-6	-6	-6	-1	-10	-1	-3	1	-5
FLuc inh counter	-3	-1	-2	-5	-2	1	-4	-8	-3	-7
TNAP act hiacc	1	1.1	1.1	1.1	1	1.1	1	1	1	1.1

TNAP inh no acc, hit marks shown above.
No.	SMILES	bIAP act	NF-kB neuron act	PMI activator	TNAP inh no acc	APP 5'UTR act	PMI act satM6P	TNAP inh hi DEA	TNAP act hiacc
7	CCN(CC)C(=S)SCC(=O)c1ccc(F)cc1	0.6	2.1	1	52*	77	0.8	2	1

Continuation.
51: CCc1ccc(CCC(=O)Nc2nnc(C)s2)o1
52: CC1(C)CC(=O)C(C=NCc2ccc3c(c2)OCO3)=C(O)C1
53: c1ccc(Cc2nn3c(-c4ccncc4)nnc3s2)cc1
54: CC(C)(C)S(=O)(=O)c1nc2ccccc2s1

screen / no.	51	52	53	54
bIAP act	0.9	0.8	0.9	1.1
NF-kB neuron act	1.1	1.4	1	1.1
PMI activator	1	0.9	0.9	1.1
TNAP inh no acc	2	-9	-3	-4
APP 5'UTR act	8	-6	-5	1
FLuc act counter	0.9	1	1.1	1
PMI act satM6P	1	0.9	1	1.1
TNAP inh hi DEA	8	-5	-3	-6
FLuc inh counter	5	0	-9	-4
TNAP act hiacc	0.9	1	1	1.1
